High-throughput results (PubChem)
RXFP1 ag – agonists of human relaxin receptor RXFP1; Q9HBX9; HEK293T-RXFP1 cAMP TR-FRET, 30 min; response scale: percent of porcine relaxin response, buffer zero; Potency, µM (highest dose often 57.5 µM), without a hit: at the highest dose activation, hits mostly activators; hit rate 0.3% among 370,000; AID 2676; active = well fitted activation curve with a large enough effect; note: potency is the fitted concentration of half-maximal effect; % is set by controls: 0 for no effect and ±100 for the full control effect; nearly all actives have a fitted effect of over 60% in size; many of its hits are not listed in these tables
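HEK293T cells stably expressing RXFP1 were pretreated with the PDE4 inhibitor Ro 20174, exposed to compounds for 30 min at 37C, lysed, and cAMP was read by TR-FRET. Data normalized to buffer (basal) and 29 nM porcine relaxin (100%).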
D1 agonist – human D1 receptor agonism; P21728; HEK293 T-REx D1 cells, calcium flux, agonist mode; activation, % at 2 µM; hit rate 1% among 360,000; AID 504660; in the data active = activation above about 30%; note: 0% is about no effect
Target sequence (P21728 whole entry, looked up): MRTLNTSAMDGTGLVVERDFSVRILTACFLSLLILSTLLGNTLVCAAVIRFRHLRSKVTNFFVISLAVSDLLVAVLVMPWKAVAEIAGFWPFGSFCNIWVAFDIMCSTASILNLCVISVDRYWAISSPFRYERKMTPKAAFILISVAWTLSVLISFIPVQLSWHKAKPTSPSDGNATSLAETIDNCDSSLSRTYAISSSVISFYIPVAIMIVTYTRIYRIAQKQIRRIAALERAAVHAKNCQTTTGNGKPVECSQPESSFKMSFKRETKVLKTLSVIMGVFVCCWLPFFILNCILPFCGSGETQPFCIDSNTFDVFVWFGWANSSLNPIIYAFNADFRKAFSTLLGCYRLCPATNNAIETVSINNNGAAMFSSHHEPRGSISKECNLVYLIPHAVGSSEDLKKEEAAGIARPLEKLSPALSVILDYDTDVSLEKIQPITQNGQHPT
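Inducible HEK293 T-REx D1 cells, force-coupled to calcium signalling, were plated at 4000 cells/well with tetracycline and held overnight at 30 C. After no-wash calcium dye loading, compound-evoked calcium rise over 180 s flagged agonists.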
D2 antagonist – antagonists of human D2 dopamine receptor; hit rate 2% among 340,000; P14416; AID 485344; inhibition, % at 10 µM; HEK293 TREx D2 cells, calcium flux, dopamine EC80; in the data active = inhibition above about 30%; note: 0% is about no effect
Target sequence (P14416 whole entry, looked up): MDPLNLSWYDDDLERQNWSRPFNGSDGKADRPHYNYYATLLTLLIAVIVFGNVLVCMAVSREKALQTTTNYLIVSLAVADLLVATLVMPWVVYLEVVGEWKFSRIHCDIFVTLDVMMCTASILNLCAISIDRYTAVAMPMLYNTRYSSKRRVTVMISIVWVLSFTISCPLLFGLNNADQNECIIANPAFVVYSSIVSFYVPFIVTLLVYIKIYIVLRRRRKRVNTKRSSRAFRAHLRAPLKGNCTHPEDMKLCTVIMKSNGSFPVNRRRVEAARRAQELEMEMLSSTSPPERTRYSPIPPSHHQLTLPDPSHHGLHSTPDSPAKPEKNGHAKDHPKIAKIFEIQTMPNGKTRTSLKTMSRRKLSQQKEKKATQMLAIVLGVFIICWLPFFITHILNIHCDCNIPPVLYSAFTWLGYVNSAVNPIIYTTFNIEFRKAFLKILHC
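Compounds are added to dye-loaded, induced HEK293 T-REx cells coupled to calcium release via D2; after a 3 min kinetic read an EC80 dopamine stimulus is given and fluorescence is recorded for 3 more min.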
TRHR enhancer – TRH receptor (human) allosteric enhancement | hit rate 0.66% among 360,000 | AID 493056 | TRHR cells, fluo-8 calcium fluorescence, EC20 TRH enhancement | P34981 | enhancement, % at 2 µM; in the data active = enhancement above about 30%; note: 0% is about no effect
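TRHR-expressing cells loaded with fluo-8 calcium dye were read kinetically (ex 480/em 530) during compound addition, then stimulated with an EC20 of TRH (10 nM final). Enhancement of the Gq-mediated intracellular calcium response was scored.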
D2 agonist – agonists of human D2 dopamine receptor | P14416 | HEK293 T-REx D2 cells, calcium flux agonist mode | activation, % at 2 µM | hit rate 0.53% among 340,000 | AID 485358;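 active = activation over 3 SD above normal in the single-dose calcium agonist read, cut at about 30% in these data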; note: 0% is about no effect
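In this primary screen, compounds producing a positive calcium signal within 180 s of addition to tetracycline-induced, force-coupled HEK293 Trex D2 cells are flagged; cells are dye-loaded with a no-wash calcium kit beforehand.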
D1 antag – antagonists of human D1 dopamine receptor. activity change, negative = inhibition, % at 10 µM. AID 504652. HEK293 TREx D1 cells, calcium flux, dopamine EC80; active compounds read low. P21728. hit rate 3.2% among 360,000; in the data active = activity change below about -30%; note: % is set by controls: 0 for no effect and ±100 for the full control effect
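Tetracycline-induced HEK293 T-REx cells with force-coupled D1 receptor were loaded with a no-wash calcium dye. Compound was added after a 10 s baseline and read kinetically for 180 s; EC80 dopamine was then added and calcium flux followed another 180 s.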
D2 potentiator – D2 dopamine receptor (human) potentiation; P14416; HEK293 T-REx D2, calcium flux, EC20 dopamine potentiation; potentiation, % at 10 µM; hit rate 0.34% among 340,000; AID 485347;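 active = potentiation over 3 SD above the plate norm, cut at about 30% in these data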; note: 0% is about no effect
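Potentiation of an EC20 dopamine calcium response measured kinetically over 180 s, after a preceding 180 s compound-only read flagging agonists. Cells: inducible Hek293 Trex D2 line, 4000/well, cultured overnight at 30 C before dye loading.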
D1 potentiator – potentiators of human D1 dopamine receptor; HEK293 TREx D1 cells, calcium flux, dopamine EC20 potentiation; AID 504651; P21728; potentiation, % at 10 µM; hit rate 0.036% among 360,000; in the data active = potentiation above about 30%; note: 0% is about no effect
RXFP1 antag – RXFP1 (human) relaxin receptor antagonism; Q9HBX9; hit rate 0.59% among 350,000; AID 1259400; HEK293-RXFP1, relaxin-stimulated cAMP HTRF, 30 min; active compounds read low; activity change, negative = inhibition, % at 57.5 µM;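 active = activity change of -60% or lower, but not beyond a set lower limit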; note: % is set by controls: 0 for no effect and ±100 for the full control effect
Numbers without * were called inactive; / = no result given; & = joins results of further samples.

cpd	SMILES	RXFP1 antag	D2 antagonist	D1 agonist	D1 antag	D2 potentiator	RXFP1 ag	D2 agonist	D1 potentiator	TRHR enhancer
1	CCOC(=O)c1ccc(NC(=S)NN2CCN(C)CC2)cc1	-3	3	3	15	1	2.3%	-2.3	1	-3
2	Cc1nc2c(c(C)nn2-c2ccccc2)c(C)c1CCC(=O)NCCCOC(C)C	-3	2	2	8	-4	5.7%	0.8	-4	1
3	COc1ccc(NS(=O)(=O)c2ccc3nc(COc4ccc5ccccc5c4)[nH]c3c2)cc1	12	12	11	0	-5	-0.6%	0.4	5	14
4	O=C(Cc1cccc2ccccc12)N/N=C/c1ccc(O)c([N+](=O)[O-])c1	-1	-14	2	-10	-1	0.8%	-1.2	-4	19
5	O=C(NNC(=O)c1sccc1-n1cccc1)c1ccc(Cl)cc1	-8	36*	3	-5	4	0.2%	0.2	-4	1
6	CC1(OC(=O)C2CCCC2)C(=O)C=C2C=C(c3ccsc3)N(CCc3c[nH]c4ccccc34)C=C2C1=O (configuration not stated)	/	7	0	16	-6	-2.3%	-0.2	5	-1
7	c1csc(CCNc2ncnc3sc4c(c23)CCC4)c1	/	-13	15	-16	-12	2.4%	-2.0	/	-2
8	Cc1c(NC(=O)C2CC(c3cccc(Br)c3)=NO2)c(=O)n(-c2ccccc2)n1C (configuration not stated)	-10	-1	-2	/	6	1.0%	0.7	-4	0
9	CC1CCCN(c2nc3ccccc3nc2C(C#N)S(=O)(=O)c2cccs2)C1 (configuration not stated)	-5	-30	1	5	-6	0.1%	1.5	3	4
10	COC(=O)c1ccc(/C=N/Nc2nc(-c3ccc(C)cc3)cs2)cc1	-9	/	1	-7	0	-2.7%	/	-2	-1
11	COc1ccc(C)cc1-n1nnnc1SCC(=O)Nc1cc(C)on1	4	-12	3	-51*	-6	0.1%	1.7	7	-2
12	O=C(COC(=O)CCc1nc2ccccc2n1-c1ccccc1)Nc1cccc(Cl)c1	-5	5	6	16	-8	-1.0%	-0.5	2	-2
13	C=CCn1c(C)c(/C=C/c2cc[n+](C)cc2)c2ccccc21	-13	-8	11	4	-5	0.6%	11	4	4
14	CCOC(=O)C(C)Oc1cccc2c(=O)n(CC(=O)N3CCCc4ccccc43)ccc12 (configuration not stated)	-4	-19	0	8	10	0.3%	-1.5	17	10
15	COc1ccc(NC(=O)CCS(=O)(=O)c2ccc(Cl)cc2)cc1	4	2	2	5	-7	-1.5%	-0.1	-4	2
16	O=C(Nc1sc2c(c1C(=O)NCc1ccccc1)CCCC2)c1cc(=O)c2cc(Cl)ccc2o1	-3	/	1	6	6	0.0%	-0.2	-1	0
17	CC1CCN(C(=O)COC(=O)c2ccccc2NC(=O)c2ccco2)CC1	-11	-22	-2	/	10	1.9%	2.3	-5	2
18	COc1ccc(NC(=O)CCNC(=O)c2ccco2)cc1OC	-4	-11	7	-9	-11	-2.0%	0.2	-4	-4
19	Cc1cccc(N2CCC(NCc3c(C(=O)N4CCCCC4)nc4c(C)cccn34)CC2)c1	-4	9	2	6	-5	-0.8%	-0.3	-3	-7
20	CC1CC(C)(C)CC2(C1)NC(=O)N(CC(=O)OCc1ccc(Br)cc1)C2=O (configuration not stated)	-16	-5	5	6	11	-2.6%	0.6	8	18
21	COc1ccc(-c2c(-c3cc(OC)cc(OC)c3)n(C)c3ccc(-c4ccc(S(N)(=O)=O)cc4)cc23)cc1	/	-7	-4	/	-5	3.5%	0.5	7	-5
22	CN1C(=O)[C@H]2[C@@H](C3CC3)N3C(=O)CN(CC4CC4)C(=O)[C@@]3(C)[C@H]2C1=O	/	-9	2	-2	0	1.2%	-0.5	3	-6
23	COc1ccc(/C(N)=N/OC(=O)c2cccc([N+](=O)[O-])c2C)cc1OC	-9	8	0	3	11	0.9%	1.0	-2	-4
24	COC(=O)c1ccc(N=C2S/C(=C\c3cc(C)n(-c4cccnc4)c3C)C(=O)N2C)cc1	1	1	2	-2	-5	4.1%	-0.5	-5	5
25	NCCNC(=O)c1c(NC(=O)c2ccccc2)sc2c1CCCC2	-9	-6	4	-4	-1	3.1%	0.8	1	-4
26	Cc1ccc(CNC(=O)CCCC(=O)Nc2cc(C)on2)cc1	-12	-25	1	-1	-9	-1.1%	-0.8	-6	-3
27	S=c1[nH]nc(COc2ccc(Cl)cc2)o1	-10	-1	0	5	2	-0.1%	-0.3	4	-4
28	O=C(Nc1nc2ccccc2[nH]1)c1ccccc1OC(F)F	2	-18	4	3	-2	0.0%	-0.8	-9	1
29	C=CCNc1nc(-c2ccc(O)c(C(N)=O)c2)cs1	-12	-27	-2	-14	-9	0.8%	-1.0	-7	5
30	CCC(C)[C@H](NC(=O)OC(C)(C)C)C(=O)N/N=C/C1=Cc2ccccc2OC1 (some centres not stated)	2	2	1	/	-10	-0.7%	0.3	-2	0

D2 antagonist, entries above that show a hit
item	structure	RXFP1 antag	D2 antagonist	D1 agonist	D1 antag	D2 potentiator	D1 potentiator	TRHR enhancer
5	O=C(NNC(=O)c1sccc1-n1cccc1)c1ccc(Cl)cc1	-8	36*	3	-5	4	-4	1

One compound at a time, as listed above. Order of screens: RXFP1 antag	D2 antagonist	D1 agonist	D1 antag	D2 potentiator	RXFP1 ag	D2 agonist	D1 potentiator	TRHR enhancer
c1csc(CCNc2ncnc3sc4c(c23)CCC4)c1 is listed with /	-13	15	-16	-12	2.4%	-2.0	/	-2
C=CCNc1nc(-c2ccc(O)c(C(N)=O)c2)cs1 is listed with -12	-27	-2	-14	-9	0.8%	-1.0	-7	5
CCOC(=O)c1ccc(NC(=S)NN2CCN(C)CC2)cc1 is listed with -3	3	3	15	1	2.3%	-2.3	1	-3

The listing continues.
cpd	SMILES	RXFP1 antag	D2 antagonist	D1 agonist	D1 antag	D2 potentiator	RXFP1 ag	D2 agonist	D1 potentiator	TRHR enhancer
31	CC(C)(C)NC(=O)COC(=O)c1ccccc1Nc1ccc(SC(F)F)cc1	-11	-4	1	5	2	-1.7%	0.3	-4	6
32	Cc1nn(C)cc1/C=N/NC(=S)Nc1ccccc1	1	4	8	-10	-3	0.8%	0.8	1	-3
33	CCN(Cc1ccccc1)S(=O)(=O)c1c(C)[nH]c(C)c1C(=O)N1CCCC1	11	0	3	23	-5	-0.6%	0.2	-7	-2
34	N#Cc1c(-c2ccccc2)nc2n(-c3ccccc3)nc(C(=O)Nc3ccccc3)n2c1=O	-11	/	4	-3	/	1.9%	/	-1	6
35	O=C(NCCSCc1ccccc1)c1ccc(C2SCC(=O)N2Cc2ccccc2)cc1 (configuration not stated)	10	16	13	-4	-1	-0.7%	0.8	-5	-3
36	O=C(O)CC(CC(=O)Nc1ccccc1C(=O)O)c1ccccc1 (configuration not stated)	0	-3	0	2	5	0.0%	0.6	5	-2
37	CN(C(=O)COC(=O)c1sc2ccccc2c1Cl)C1CCCCC1	-17	6	0	9	3	4.3%	-0.5	-4	-3
38	Cc1ccc(C(=O)CSc2nnc(C)s2)cc1	-4	-13	2	-1	4	-1.4%	-0.1	-2	-2
39	CCCCn1c(N)c(N(CC)C(=O)CSc2nnc(-c3ccco3)n2CC)c(=O)[nH]c1=O	-22	18	4	15	-2	0.3%	-0.5	3	9
40	Cc1c(NC(=O)Cc2ccccc2)cccc1C(=O)NN1C(=O)c2ccccc2C1=O	-7	-2	9	5	2	0.0%	0.2	0	-1
41	CCCc1nn2c(=O)cc(COC(=O)c3ccccc3NC(=O)COc3ccccc3)nc2s1	-6	/	1	22	5	-1.5%	0.3	1	3
42	CCCCCCC1C(C#N)=C(N)OC2=C1C(=O)CCC2 (configuration not stated)	/	-2	5	-8	12	-2.0%	0.1	-3	-9
43	CCOc1cccc(CNn2cnnc2)c1OCc1ccccc1Cl	-3	-32	3	-2	-3	0.9%	-0.5	-1	4
44	CCc1sc(C(=O)NCCc2ccc(S(N)(=O)=O)cc2)cc1Br	12	-7	-1	-30*	-10	1.6%	-0.8	-2	-4
45	Cc1nc(N2CCN(c3ccccn3)CC2)c2c(C)c(C(=O)Nc3c(C)cc(Br)cc3C)sc2n1	0	0	1	-15	-13	2.3%	-1.5	-7	-1
46	Cc1cc(NC(=O)CSc2nc(C(C)C)nc3sc(C)c(C)c23)no1	8	35*	2	1	6	14%	-0.1	-1	-4
47	Cc1nc2ccn(Cc3ccccc3)c(=O)c2cc1C(=O)N1CCN(c2ccc(F)cc2)CC1	35	-8	3&0	3&-14	25&5	3.6%&-1.3%	0.0&-1.2	-4&-1	5&7
48	CCOC(=O)C(CC)/C(C)=N\NC(=O)c1ccccc1O (configuration not stated)	-12	5	3	-6	-4	0.1%	0.2	7	-2

Part of the list above, reduced to RXFP1 ag:
nr	SMILES	RXFP1 ag
40	Cc1c(NC(=O)Cc2ccccc2)cccc1C(=O)NN1C(=O)c2ccccc2C1=O	0.0%
41	CCCc1nn2c(=O)cc(COC(=O)c3ccccc3NC(=O)COc3ccccc3)nc2s1	-1.5%
42	CCCCCCC1C(C#N)=C(N)OC2=C1C(=O)CCC2 (configuration not stated)	-2.0%
43	CCOc1cccc(CNn2cnnc2)c1OCc1ccccc1Cl	0.9%
44	CCc1sc(C(=O)NCCc2ccc(S(N)(=O)=O)cc2)cc1Br	1.6%
45	Cc1nc(N2CCN(c3ccccn3)CC2)c2c(C)c(C(=O)Nc3c(C)cc(Br)cc3C)sc2n1	2.3%

The list is partial. The share of hits here may be higher or lower than overall.
